L3MBTL1 inh: qHTS Assay for the Inhibitors of L3MBTL1. hit rate 0.66% among 230,000. AlphaScreen L3MBTL1–H3K9me1 peptide binding. Potency, µM (doses to about 57.1 µM), inactives show at the top dose activity, negative = inhibition, most hits filed as inhibitors. Lethal(3)malignant brain tumor-like protein 1 (Homo sapiens), Q9Y468; active means well fitted inhibition curve with a large enough effect; further: nearly all actives have a fitted effect of over 60% in size
Target sequence (Q9Y468 whole entry, looked up): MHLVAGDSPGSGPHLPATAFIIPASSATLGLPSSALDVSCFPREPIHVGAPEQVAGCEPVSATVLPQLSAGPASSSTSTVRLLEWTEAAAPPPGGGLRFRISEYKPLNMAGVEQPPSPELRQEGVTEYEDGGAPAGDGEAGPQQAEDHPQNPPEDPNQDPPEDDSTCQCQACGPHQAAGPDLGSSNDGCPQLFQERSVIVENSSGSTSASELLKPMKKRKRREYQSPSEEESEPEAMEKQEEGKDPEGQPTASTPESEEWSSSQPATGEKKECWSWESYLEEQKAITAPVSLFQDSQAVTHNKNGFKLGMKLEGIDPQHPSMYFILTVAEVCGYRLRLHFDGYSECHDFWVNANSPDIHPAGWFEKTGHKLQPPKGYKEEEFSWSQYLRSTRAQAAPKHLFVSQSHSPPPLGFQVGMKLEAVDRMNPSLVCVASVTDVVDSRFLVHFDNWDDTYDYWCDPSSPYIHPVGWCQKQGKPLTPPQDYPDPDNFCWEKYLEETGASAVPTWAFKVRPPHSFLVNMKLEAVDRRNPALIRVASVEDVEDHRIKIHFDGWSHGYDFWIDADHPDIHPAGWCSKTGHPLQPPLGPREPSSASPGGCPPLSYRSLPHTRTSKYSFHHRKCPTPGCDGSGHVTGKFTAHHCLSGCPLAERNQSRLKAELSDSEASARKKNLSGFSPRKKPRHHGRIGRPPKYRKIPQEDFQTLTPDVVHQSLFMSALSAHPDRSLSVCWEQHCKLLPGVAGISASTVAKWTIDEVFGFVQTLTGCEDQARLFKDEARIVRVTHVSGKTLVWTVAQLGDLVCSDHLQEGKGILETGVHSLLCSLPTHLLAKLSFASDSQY
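Read-out is AlphaScreen signal from streptavidin donor and nickel chelate acceptor beads (10 ug/mL final each) bridging L3MBTL1 (50 nM) and biotinylated K9-monomethylated H3(1-15) peptide (75 nM), after 30 min compound exposure at room temperature.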
* hit, by the source's call; & = joins results of further samples; [ ] = another dose, or the depositor's remark. On the % scale 0 is the no-effect control and ±100 the full control effect; potency means the concentration at half of the fitted maximal effect. These rows are one share of the data, so the mix of outcomes need not match the whole.

SMILES	L3MBTL1 inh
CN(C)S(=O)(=O)c1ccc(C(=O)Nc2ccc3ncccc3c2)cc1	4%
CCOC(=O)c1ccc(N2C(=O)C3CCCN3C2=S)cc1 (configuration not stated)	-1%
Cc1ccc(S(=O)(=O)N2CCOCC2)cc1C(=O)NCCc1ccc(Cl)cc1	2%
COc1ccc(COC(=O)C2CCN(C(=O)c3ccc(Cl)cc3)CC2)cc1F	12%
COc1ccc(CNC(=O)c2cccnc2)cc1	0%
COc1ccccc1C(=O)NCCC(=O)N1CCN(c2ccc(C(F)(F)F)cn2)CC1	2%
COc1ccc(S(=O)(=O)Nc2cc3c4c(c2)CCN4C(=O)CC3)cc1	-6%
CCOC(=O)C1=C(COC(=O)c2cc(S(=O)(=O)N(C)C)ccc2C)NC(=O)NC1C (configuration not stated)	1%
COc1ccc(NC(=O)C(=O)Nc2cccc3cccnc23)cc1OC	2%
COc1ccc([C@H]2CC(=O)C=C(c3ccc4ncccc4c3)C2)cc1	-9%
O=c1[nH]c(/C=C/c2cccc([N+](=O)[O-])c2)c([N+](=O)[O-])c(=O)[nH]1	13%
FC(F)(F)c1cccc(CN2CCSCC2)c1	0%
Cc1ccc(S(=O)(=O)Nc2ccc3cn[nH]c3c2)cc1C	2%
Cc1ccc(NC(=O)COC(=O)c2ccc3c(=O)n4c(nc3c2)CCC4)c(Br)c1	6%
CC(C)Oc1ccc(C(=O)OCC(=O)c2ccc[nH]2)cc1	-10%
O=C(CCc1cccc(Cl)c1)NC1CCCN(Cc2ccccc2F)C1 (configuration not stated)	-4%
COc1ccccc1NS(=O)(=O)c1ccc(C)c(C(=O)NNC(=O)c2csc(N3CCOCC3)n2)c1	0%
CCCC(=O)Oc1ccc(C2NC(=O)c3ccccc3O2)cc1OC (configuration not stated)	5%[2.29 µM]
C=CCSc1nnc(NC(=O)C2CC(=O)N(c3ccc4c(c3)OCCO4)C2)s1 (configuration not stated)	-3%
CCN(CC(=O)Nc1c(F)cccc1F)C(=O)CNC(=O)c1cccs1	4%
COc1ccc(OC)c(CN2CCN(CC(=O)Nc3ccccc3C(=O)NC3CC3)CC2)c1	-1%
COc1ccc(C(=O)NCCc2c[nH]c3ccccc23)cc1[N+](=O)[O-]	-2%
CN(C)C(=O)CCc1ccc2c3c([nH]c2c1)[C@]1(C)[C@@H](C(=O)N2CCOCC2)C[C@H](CC(=O)NCCC2=CCCCC2)C(=O)N1CC3	0%
O=[N+]([O-])c1cc([N+](=O)[O-])c(Oc2cncc(Cl)c2)cc1NC1CCCCCCC1	2%
O=C(NCC(=O)N1CCN(S(=O)(=O)c2ccccc2)CC1)c1ccc(Br)o1	1%
CCN(Cc1ccc(NC(C)=O)cc1)CC1CCCN(CCc2cccc(F)c2)C1 (configuration not stated)	2%
NC(=O)c1ccccc1NC(=O)COC(=O)CSCc1cccc(Cl)c1	3%
CCOc1ccc(S(=O)(=O)Nc2ccc(C(=O)N3CCC3)cc2)cc1	-1%
O=C(CSc1ccc([N+](=O)[O-])cc1)Nc1ccccc1N1CCOCC1	-1%
CCOC(=O)C1CCN(S(=O)(=O)c2ccc3c4c(cccc24)C(=O)N3CC)CC1	15%
CCOC(=O)[C@H]1[C@H]2COc3ccccc3[C@@H]2N2C(=O)c3ccc(C)cc3NC(=O)[C@@]12C	5%
Nc1ncnc2c1ncn2[C@@H]1O[C@H](CNCc2ccccc2OCc2ccc(Cl)cc2Cl)[C@@H](O)[C@H]1O	8%
O=C(CSc1nnc(N2CCCC2)n1-c1ccccc1Cl)N1CCN(c2ccccn2)CC1	-2%
COc1cc2sc3cc(NCc4ccc(C)o4)ccc3c(=O)c2cc1OC	30%
Cc1ccc(S(=O)(=O)N2CCN(C(=O)CCc3c[nH]c4ccccc34)CC2)c(C)c1	-1%
O=C(CNC(=O)c1ccc(Br)cc1)NC1CC1	4%
CN(Cc1c(F)cccc1Cl)C(=O)c1ccc(NC(=O)CC2SC(N3CCCCC3)=NC2=O)cc1 (configuration not stated)	-3%
COc1ccc2[nH]c3c(c2c1)CCN1C(=O)C(CC(=O)NCCCN(C)C)C[C@H](C(=O)N2CCCCC2)[C@@]31C (some centres not stated)	11%
Oc1ccccc1CN1CCCC(N2CCc3ccccc3C2)C1 (configuration not stated)	-5%[2.29 µM]
O=C(N/N=C/c1cc(Br)cs1)C(O)c1ccccc1 (configuration not stated)	0%
C/C=C/c1ccc(OCC(=O)Nc2cc(S(=O)(=O)N3CCOCC3)ccc2N2CCCC2)c(OC)c1	0%
Cc1ccccc1NC(=O)Cc1nc(COC(=O)c2ccccn2)cs1	2%
Cc1cccc(N2CCN(C(=O)c3cccc(NC4=NC5CS(=O)(=O)CC5S4)c3)CC2)c1C (configuration not stated)	-4%
CCCOc1ccc(Cc2c(O)nc(SC)[nH]c2=O)cc1	0%
CCOc1ccc(Cl)cc1CNCCCSc1nc(C)cc(C)n1	-2%

An excerpt of these results, with bars between the fields.
smiles | L3MBTL1 inh
CCOC(=O)[C@H]1[C@H]2COc3ccccc3[C@@H]2N2C(=O)c3ccc(C)cc3NC(=O)[C@@]12C | 5%
Nc1ncnc2c1ncn2[C@@H]1O[C@H](CNCc2ccccc2OCc2ccc(Cl)cc2Cl)[C@@H](O)[C@H]1O | 8%

Other records
SMILES	L3MBTL1 inh
COc1ccc(NC(=O)CN2CCC(NC(=O)c3ccc(OC)cc3)CC2)cc1	5%
OCCCn1c(CCCNc2nc(-c3cccc(Br)c3)cs2)nc2cc(Cl)c(N3CCCCC3)cc21	-18%
COc1ccc(S(=O)(=O)N(C)C[C@H]2Oc3c(NC(=O)Cc4ccccc4)cccc3C(=O)N([C@H](C)CO)C[C@@H]2C)cc1	1%
CCN(CC)C(=O)c1[nH]cnc1C(=O)Nc1ccc(C)cc1	4%
c1ccc(CNc2cncnc2)cc1	0%
O=C(Nc1cccc(F)c1)Nc1ccc(Cl)cn1	-4%
C=CCOc1ccc(C(=O)Nc2ccc3c(c2)n(C)c(=O)n3C)cc1	-2%
CCOC(=O)C1CCN(C(=O)COC(=O)C2CCN(S(=O)(=O)c3ccc4c(c3)OCCO4)CC2)CC1	-6%
COc1ccc(CNC(=O)C2=CC(c3ccc(C)cc3)=NS(=O)(=O)N2C)cc1	-2%
CCCCn1c(N)c(N(Cc2ccccc2OC)C(=O)CC2OC(=O)c3ccccc32)c(=O)[nH]c1=O (configuration not stated)	-3%
CC(C)(CCC(=S)N1CCOCC1)C1CCCCC1	13%
CC(=O)c1ccc(O[C@@H]2O[C@H](CO)[C@@H](O)[C@H](O)[C@H]2O)cc1	4%
O=C(COC(=O)CNS(=O)(=O)c1ccccc1)Nc1ncc(Cl)cc1Cl	1%
Cn1cccc1CC(=O)NNC(=O)Nc1ccccc1F	-3%
COCCN(C(=O)c1ccc(OCC(C)C)cc1)c1c(N)n(Cc2ccccc2)c(=O)[nH]c1=O	3%
CC1Cc2ccccc2N1C(=O)CN1C(=O)NC2(CCCCC2)C1=O (configuration not stated)	0%
O=C(O)c1ccc2c3n(nc2c1)-c1ccc(Cl)cc1CO3	5µM*
NS(=O)(=O)c1c(Sc2ccccc2C(=O)O)ccc2ccccc12	4%
CN(C(=O)COC(=O)/C=C/c1cccs1)c1c(N)n(Cc2ccccc2)c(=O)[nH]c1=O	42%[activator]
CCOC(=O)Cc1csc(SCC(=O)NC2CCC(C)CC2)n1 (configuration not stated)	2%
Cc1cc(C)cc(NC(=O)C2CCN(S(=O)(=O)c3ccc4[nH]c(=O)ccc4c3)CC2)c1	0%
C#CCC(NC(=O)c1ccc(C(F)(F)F)cc1)C(=O)NCCC (configuration not stated)	8%
CCN(CC(=O)Nc1ccc(OC)cc1)C(=O)CSCC(=O)Nc1cc(C)on1	-4%
Cc1cccc(N2CC(C(=O)OCC(=O)c3c(N)n(CC(C)C)c(=O)n(C)c3=O)CC2=O)c1C (configuration not stated)	5%
Cc1nn(CCCC(=O)NCCc2ccccc2)c(=O)c2nccn12	5%
Cc1ccc(CN2CC(C(=O)N3CCN(S(=O)(=O)c4ccccc4)CC3)CC2=O)cc1 (configuration not stated)	1%
O=C(Nc1ccc(F)cc1)Nc1ccc(S(=O)(=O)N2CCCC2)cc1	5%
C=CCn1c(C)nnc1SCC(=O)Nc1cc(S(=O)(=O)N2CCCC2)ccc1Cl	1%
Cc1cc(C)n2nc(SC(C)C(=O)N(C)C3CCCCC3)nc2n1 (configuration not stated)	5%
c1ccc(Cc2ccc(OCCn3ccnc3)cc2)cc1	-17%
CCOC(=O)Cc1csc(SCC(=O)Nc2ccc3[nH]c(=O)[nH]c3c2)n1	-8%
CCCCn1c(N)c(N(CCOC)C(=O)CSCc2ccc(C)cc2)c(=O)[nH]c1=O	2%
COc1ccc(C2=NCCn3nc4ccccc4c32)cc1	6%
COc1ccc(NC(=O)CN2CCN(Cc3ccccc3)CC2)cc1	-4%
Cn1c2cc(Br)sc2c2cnn(Cc3c(F)cccc3Cl)c(=O)c21	0%&0%
COC(=O)C1CCN(S(=O)(=O)c2ccc(Br)s2)CC1	3%
CCn1cnc2c(Nc3cccc(Cl)c3)nc(C#N)nc21	3%
COCc1ccc(C(=O)N2CCN(CC(=O)N3CCCC3)CC2)cc1	4%
COC(=O)c1cc(C(=O)OCC(=O)NC2CCCCCCC2)cc([N+](=O)[O-])c1	-1%
CCCN(C(=O)c1ccc(N(C)S(=O)(=O)c2ccc(C)cc2)cc1)C1CCS(=O)(=O)C1 (configuration not stated)	5%
Cc1c(OC(C)C(=O)NC(Cc2c[nH]c3ccc(O)cc23)C(=O)O)ccc2c1oc(=O)c1ccccc12 (configuration not stated)	-30%
COc1ccccc1NS(=O)(=O)c1ccc(C)c(C(=O)NCc2cccnc2)c1	1%
CC(Oc1ccc(F)cc1)C(=O)N(Cc1ccccc1)c1c(N)n(Cc2ccccc2)c(=O)[nH]c1=O (configuration not stated)	4%
C[C@H](CO)N1C[C@H](C)[C@@H](CN(C)S(=O)(=O)c2ccc(F)cc2)Oc2ccc(NC(=O)CCN3CCOCC3)cc2C1=O	0%
NC(=O)C(Cc1ccccc1)NC(=O)C12CC3CC(CC(C3)C1)C2 (configuration not stated)	1%
CCS(=O)(=O)c1ncc(Cl)c(C(=O)Nc2ccccc2OC)n1	1%
COc1ccc(C)cc1S(=O)(=O)N1CCC2(CC1)OCCN2S(=O)(=O)c1ccccc1	0%
O=C(COc1ccccc1Cl)Nc1ccccc1C(=O)NC1CC1	-4%
NS(=O)(=O)c1ccc(CCNC(=O)CN2CCN(S(=O)(=O)c3ccccc3F)CC2)cc1	-1%
CCN(CC(=O)NCc1ccc(F)cc1)C(=O)CCNS(=O)(=O)c1cccc(C)c1	32%[activator]
CC1CCN(C(=O)CSc2nc(=O)n3cc(Cl)ccc3n2)CC1	0%
Cc1cccc(C(=O)OC(C)C(=O)NC(=O)NC2CCCCC2)c1O (configuration not stated)	-4%
COc1ccc(OC)c(NC(=O)c2cc3c(cc2Cl)N2CCCCCC2=NS3(=O)=O)c1	-6%
N#Cc1ccc(S(=O)(=O)N2CCN(CC(=O)Nc3ccccc3C(=O)NC3CC3)CC2)cc1	3%
CC[C@]1(C(=O)OC)[C@H]2C(=O)N(C)C(=O)[C@H]2[C@H]2CN(C)C(=NC3CCCCC3)N21	3%
C[C@H](CO)N1C[C@H](C)[C@@H](CN(C)Cc2ccccc2)Oc2c(NC(=O)C3CCCCC3)cccc2C1=O	-8%
CSc1ccc(CN(C)C(=O)C2CCN(C(=O)Nc3ccccc3)CC2)cc1	9%
CC(OC(=O)c1ccc(Cl)c(S(N)(=O)=O)c1)C(=O)NCC1CCCCC1 (configuration not stated)	9%
CN(CC(=O)Nc1ccc(Cl)c(C(F)(F)F)c1)C(=O)/C=C/c1cccs1	12%
CN(C(=O)c1ccc(NC(=O)Cc2cccc([N+](=O)[O-])c2)cc1)C1CCCC1	-1%

(continued)
SMILES	L3MBTL1 inh
O=C(NC(=O)C(F)(F)F)Nc1ccc(S(=O)(=O)Nc2nccs2)cc1	6%
CC(C)C[C@@H]1CN=C(N)N1C[C@@H]1CCCN1C[C@@H](C(C)C)N1C[C@@H](Cc2ccccc2)N(CCc2ccc(Cl)c(Cl)c2)C1=N	-9%
COc1ccc(NS(=O)(=O)c2cccc(C(=O)NCc3ccccc3CN3CCCC3)c2)cc1	-6%
O=c1ccn([C@@H]2O[C@H](COS(=O)(=O)O)[C@@H](O)[C@H]2O)c(=O)[nH]1	-8%
O=S(=O)([O-])C(c1ccccc1)[n+]1ccccc1 (configuration not stated)	4%
Cc1ccc(C)c(OCCNc2ncccc2[N+](=O)[O-])c1	-13%

Structural class, the compounds so far with two or more sulfur atoms
SMILES	L3MBTL1 inh
COc1ccccc1NS(=O)(=O)c1ccc(C)c(C(=O)NNC(=O)c2csc(N3CCOCC3)n2)c1	0%
C=CCSc1nnc(NC(=O)C2CC(=O)N(c3ccc4c(c3)OCCO4)C2)s1 (configuration not stated)	-3%
Cc1cccc(N2CCN(C(=O)c3cccc(NC4=NC5CS(=O)(=O)CC5S4)c3)CC2)c1C (configuration not stated)	-4%
NS(=O)(=O)c1c(Sc2ccccc2C(=O)O)ccc2ccccc12	4%
CCOC(=O)Cc1csc(SCC(=O)NC2CCC(C)CC2)n1 (configuration not stated)	2%
C=CCn1c(C)nnc1SCC(=O)Nc1cc(S(=O)(=O)N2CCCC2)ccc1Cl	1%
CCOC(=O)Cc1csc(SCC(=O)Nc2ccc3[nH]c(=O)[nH]c3c2)n1	-8%
COC(=O)C1CCN(S(=O)(=O)c2ccc(Br)s2)CC1	3%
CCCN(C(=O)c1ccc(N(C)S(=O)(=O)c2ccc(C)cc2)cc1)C1CCS(=O)(=O)C1 (configuration not stated)	5%
COc1ccc(C)cc1S(=O)(=O)N1CCC2(CC1)OCCN2S(=O)(=O)c1ccccc1	0%
NS(=O)(=O)c1ccc(CCNC(=O)CN2CCN(S(=O)(=O)c3ccccc3F)CC2)cc1	-1%
O=C(NC(=O)C(F)(F)F)Nc1ccc(S(=O)(=O)Nc2nccs2)cc1	6%
